From PubChem
Eya2 phos inh – qHTS Assay for Inhibitors of the Phosphatase Activity of Eya2; Potency, µM (series often up to 76.9 µM), inactives show top-dose activity, negative = inhibition, most hits filed as inhibitors; recombinant Eya2, OMFP fluorescence dephosphorylation (OMFP is methylfluorescein phosphate); 0.006% of 330,000 active; AID 488837, 2010; Protein phosphatase EYA2 (Homo sapiens), O00167; note: potency is the fitted concentration of half-maximal effect; % is set by controls: 0 for no effect and ±100 for the full control effect
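Eya2 protein (added as 0.2 uM solution) was preincubated with compound for 10 min at ambient temperature in 50 mM HEPES pH 7.5, 50 mM NaCl, 5 uM MgCl2, 0.05% BSA, 1 mM DTT. OMFP (added at 50 uM) then reacted 10 min; fluorescence read at 485/525 nm.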
ELG1 repair inh – qHTS screen for small molecules that inhibit ELG1-dependent DNA repair in human embryonic kidney (HEK293T) cells expressing luciferase-tagged ELG1; HEK293T ELG1-luciferase reporter, luminescence, 16 h; DNA damage induced by 5-fluorouridine; Potency, µM (doses to about 46.1 µM), for inactives: at the highest dose activity change, negative = inhibition, actives largely listed as inhibitors; 2.3% of 330,000 active; AID 504467, 2011; note: potency is the fitted concentration of half-maximal effect; % is set by controls: 0 for no effect and ±100 for the full control effect; nearly all actives have a fitted effect of over 55% in size
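Reporter activity after DNA damage by 5-fluorouridine is monitored. Compound-treated cells incubate 16 hr at 37 °C, then ONE-Glo is added for 30 min before luminescence reading.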
Mito fusion act – qHTS Assay for Small Molecule Inhibitors of Mitochondrial Division or Activators of Mitochondrial Fusion; 0.23% of 320,000 active; S. cerevisiae fusion-defective mutant growth rescue, CellTiterGlo 48 h; Potency, µM (doses to about 46.1 µM), for the others: top-dose growth rescue (activation), usual class: activators; AID 485298, 2010;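 note: potency is the fitted concentration of half-maximal effect; % of control where 0% means no effect; nearly all actives have a fitted effect of over 45% in size; temperature-sensitive fusion mutants such as fzo1-1 at 37 °C on non-fermentable ethanol glycerol medium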
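Read-out: ATP-based luminescence (CellTiterGlo, 10 min ambient) reporting growth of fusion-defective ts yeast after 48 hours at 37C on glycerol/ethanol YPEG medium in the presence of compound.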
Chronic BCR inh – qHTS Assay to Find Inhibitors of Chronic Active B-Cell Receptor Signaling | ABC-DLBCL IkBa-CBG/CBR reporter, luminescence ratio, 4 h | 0.05% of 340,000 active | Potency, µM (series often up to 46.1 µM), for inactives: at the highest dose ratio change, negative = lower green/red ratio, most hits filed as inhibitors; active = well fitted inhibition curve with a large enough effect in the signal ratio, with a control signal flat, not every such curve was filed as active; inconclusive = small, poorly fitted or top-dose-only effect, or effect the other way, or a change in a side signal; the % refers to the signal ratio;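 note: potency is the fitted concentration of half-maximal effect; plate controls were basal doxycycline-induced cells for no effect and cells given 10 µM MG132 for full effect; MG132 reads +100%, hits lower the ratio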
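Cell line TMD8 (human ABC DLBCL), stably expressing tet-inducible CBG68-IkBa fusion and CBR; IMDM/0.5% FBS; cpd up to 46 uM; dox induction, 4 h, 37C/5% CO2; dual luminescence; green/red ratio; MG132 control.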
TCR activator – Activators of T cell receptors: qHTS campaign | primary human leukocytes, anti-CD3, IL-2 HTRF, 48 h | Potency, µM (titrated, usually from 9.22 µM), inactives show at the highest dose activation of IL-2 secretion, usual class: activators | 330,000 tested, under 10 active; note: % of control where 0% means no effect
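HTRF read-out of IL-2 secretion: europium cryptate donor excited at 320nm, d2 acceptor emission at 665nm. Cells were primary human leukocytes incubated 48 hr with compounds and a-CD3 beads, supplying TCR signal only.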
PTAP TSG101 blk – qHTS Assay for Iinhibitors of HIV-1 Budding by Blocking the Interaction of PTAP/TSG101; Tumor susceptibility gene 101 protein (Homo sapiens), Q99816; Fluorescence polarization, FITC-PTAP peptide / Tsg101 binding; Potency, µM (titrated, usually from 115 µM), inactives show at the highest dose activity change, negative = inhibition, hits mostly inhibitors; 340,000 tested, under 10 active; AID 493005, 2010; active = well fitted inhibition curve with a large enough effect in the main read-out, with a control signal flat, not every such curve was filed as active; inconclusive = small, poorly fitted or top-dose-only effect, or effect the other way, or a change in a side signal; inactive = no such curve, though single readings can be large or run the other way; note: potency is the fitted concentration of half-maximal effect; % of control where 0% means no effect
Target sequence (Q99816 whole entry, looked up): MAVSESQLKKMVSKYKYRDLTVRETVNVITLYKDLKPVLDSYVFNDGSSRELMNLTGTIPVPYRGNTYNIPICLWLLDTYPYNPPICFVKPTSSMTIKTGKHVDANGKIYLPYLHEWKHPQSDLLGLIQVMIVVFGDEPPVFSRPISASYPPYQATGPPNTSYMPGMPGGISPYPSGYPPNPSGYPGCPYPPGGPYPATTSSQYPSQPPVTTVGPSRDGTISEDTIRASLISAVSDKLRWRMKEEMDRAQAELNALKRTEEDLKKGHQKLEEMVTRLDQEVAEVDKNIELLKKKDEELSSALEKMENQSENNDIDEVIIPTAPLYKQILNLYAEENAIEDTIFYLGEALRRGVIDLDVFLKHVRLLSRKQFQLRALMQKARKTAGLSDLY
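Steps: Tsg101 binding domain dispensed (10 uM final), compounds pinned in DMSO, FITC-labeled PTAP-motif peptide added (50 nM final); after 20 min binding at room temperature, polarization measured.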
TSHR antagonist – Antagonists of the Thyroid Stimulating Hormone Receptor: HTS campaign; TSHR-expressing cells, TSH-stimulated cAMP HTRF, 2 h; hits give low values; activity change, negative = inhibition, % at 11.5 µM; 0.2% of 330,000 active; AID 504810, 2011;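 active = activity change below a set negative limit, meaning inhibition stronger than a set level, cut at about -70% in these data; inconclusive = activity change between two set negative limits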; note: % is set by controls: 0 for no effect and ±100 for the full control effect
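Cell-based HTRF cAMP assay; TSHR cells + compound, TSH EC80 (4nM final), 2 h, 37 deg C. Lysis with anti-cAMP cryptate and cAMP-d2, 30 min RT, read 665/620 nm.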
USP2a inh – qHTS Assay for Inhibitors of Ubiquitin-specific Protease USP2a Using CHOP2 as the Reporter; 0.01% of 330,000 active; Potency, µM (doses to about 38.3 µM), for the others: at the top dose activity change, negative = inhibition, most hits filed as inhibitors; Ubiquitin carboxyl-terminal hydrolase 2 (Homo sapiens), O75604; USP2 core, Ub-CHOP2 coupled fluorogenic reporter, 485/531;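 note: potency is the fitted concentration of half-maximal effect; plate controls were DMSO wells for no effect and full inhibition by NEM control for full effect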
Target sequence (O75604 whole entry, looked up): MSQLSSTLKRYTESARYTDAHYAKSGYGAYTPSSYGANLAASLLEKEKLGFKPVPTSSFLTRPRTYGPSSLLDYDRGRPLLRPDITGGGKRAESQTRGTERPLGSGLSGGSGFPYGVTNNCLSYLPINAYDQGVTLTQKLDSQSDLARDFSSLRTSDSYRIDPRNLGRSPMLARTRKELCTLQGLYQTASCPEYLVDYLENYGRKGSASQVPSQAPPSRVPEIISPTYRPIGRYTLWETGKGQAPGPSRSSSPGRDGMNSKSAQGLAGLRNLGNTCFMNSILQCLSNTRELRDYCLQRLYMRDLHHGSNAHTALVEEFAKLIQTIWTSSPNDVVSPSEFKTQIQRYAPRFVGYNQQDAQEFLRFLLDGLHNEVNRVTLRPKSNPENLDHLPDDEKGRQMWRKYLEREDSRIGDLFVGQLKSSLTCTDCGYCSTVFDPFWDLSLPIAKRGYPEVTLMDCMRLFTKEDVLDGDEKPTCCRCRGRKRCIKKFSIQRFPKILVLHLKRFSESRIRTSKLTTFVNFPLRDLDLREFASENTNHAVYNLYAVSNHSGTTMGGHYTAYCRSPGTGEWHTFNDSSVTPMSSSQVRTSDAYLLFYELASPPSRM
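USP2 core (10nM final) preincubated 30min RT with compound in 20mM Tris-HCl pH 8.0, 2mM CaCl2, 2mM beta-mercaptoethanol, 0.05% CHAPS; 25nM Ub-CHOP2 plus 25nM reporter substrate added, fluorescence (Ex485/Em531) read after 60min.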
B2AR arrestin – qHTS assay of beta-arrestin-biased ligands of beta2-adrenergic receptor. beta-arrestin recruitment to beta2AR, cell-based reporter. Potency, µM (highest dose often 46.1 µM), inactives show at the highest dose activation, usual class: activators. 0.02% of 330,000 active. AID 492947, 2010. Beta-2 adrenergic receptor (Homo sapiens), P07550;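 note: potency is the fitted concentration of half-maximal effect; 0% = DMSO controls and full agonism = EC100 isoproterenol or metaproterenol; nearly all actives have a fitted effect of over 65% in size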
Tb PFK block – qHTS Assay to Find Inhibitors of T. brucei phosphofructokinase | ATP-dependent 6-phosphofructokinase (Trypanosoma brucei brucei), O15648 | T. brucei PFK, ADP-Glo luminescence | Potency, µM (doses to about 57.5 µM), for the others: at the top dose activity, negative = inhibition, usual class: inhibitors | 0.17% of 330,000 active;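 note: potency is the fitted concentration of half-maximal effect; 0% = uninhibited 1x PFK enzyme wells and -100% = no-enzyme wells; nearly all actives have a fitted effect of over 60% in size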
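Activity is normalized to no-enzyme wells (full inhibition) and 1.25 nM enzyme wells (no inhibition). Reaction: 0.5 mM F6P, 0.1 mM ATP, 45 min RT, ADP-Glo luminescence; concentration-response curves fitted and classed by quality.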
uPA generation – qHTS for Inhibitors of Cell Surface uPA Generation | cell surface uPA generation assay, qHTS | Potency, µM (titrated, usually from 38.3 µM), inactives show top-dose activity change, negative = inhibition, most hits filed as inhibitors | 0.31% of 330,000 active | AID 540303, 2011; active = well fitted inhibition curve with a large enough effect; inconclusive = small, poorly fitted or top-dose-only effect; inactive = no such curve, though single readings can be large or run the other way; tested in mouse RAW 264.7 cells; note: potency is the fitted concentration of half-maximal effect; % is set by controls: 0 for no effect and ±100 for the full control effect; nearly all actives have a fitted effect of over 55% in size
Numbers without * were called inactive; ? = inconclusive; . = not tested or not shown; & = joins results of further samples; [ ] = dose if it differs, or a comment. Unless noted, calls come from the whole dose curve; as a rule, active = well fitted curve in the direction sought with a large enough effect; inconclusive = small, poorly fitted or top-dose-only effect, or another doubt; inactive = no such curve, though single readings can be large; an effect the other way counts as inactive or inconclusive. Hits appear at their usual frequency (roughly 3% active in at least one column).

Start of the data: the first three entries, ahead of the listing:
SMILES	Eya2 phos inh	ELG1 repair inh	Mito fusion act	Chronic BCR inh	TCR activator	PTAP TSG101 blk	TSHR antagonist	USP2a inh	B2AR arrestin	Tb PFK block	uPA generation
CC(C)OCCCNC(=O)COc1ccc2oc3c(c2c1)CCCC3	-6%	0%	5%	?	-1%	-1%	-20	-1%	-0.6%	1%	3%
N/C(=N\OC(=O)Oc1ccccc1)c1ccc(Cl)cc1	19%	13%	0%	2%	2%	-3%	-10	3%	-0.2%	2%	-1%
CCCn1c(C(C)Nc2nc(-c3ccc(C)cc3)cs2)nc2cc(Cl)c(N3CCCCC3)cc21 (configuration not stated)	13%	16%	-3%	6%	0%	-4%	-1	-1%	0.3%	0%	5%

Main list (from the top)
SMILES	Eya2 phos inh	ELG1 repair inh	Mito fusion act	Chronic BCR inh	TCR activator	PTAP TSG101 blk	TSHR antagonist	USP2a inh	B2AR arrestin	Tb PFK block	uPA generation
CC(C)OCCCNC(=O)COc1ccc2oc3c(c2c1)CCCC3	-6%	0%	5%	?	-1%	-1%	-20	-1%	-0.6%	1%	3%
N/C(=N\OC(=O)Oc1ccccc1)c1ccc(Cl)cc1	19%	13%	0%	2%	2%	-3%	-10	3%	-0.2%	2%	-1%
CCCn1c(C(C)Nc2nc(-c3ccc(C)cc3)cs2)nc2cc(Cl)c(N3CCCCC3)cc21 (configuration not stated)	13%	16%	-3%	6%	0%	-4%	-1	-1%	0.3%	0%	5%
CCOC(=O)c1cnc2c(c(C)nn2-c2ccc(C)cc2)c1Cl	-9%	8%	-7%	-8%	-2%	-7%	5	4%	-0.5%	27%	0%
CN(c1ccccc1)S(=O)(=O)c1cccc(NC(=O)CCNC(=O)c2ccc(Cl)cc2)c1	11%	?	-11%	?	1%	-3%	-1	0%	-0.9%	-2%	-8%
Cc1ccc(S(=O)(=O)N(C)C)cc1NC(=O)c1sccc1Cl	-4%	2%	2%	-1%	-3%	0%	12	0%	-0.6%	2%	-5%
Cc1cccc(S(=O)(=O)Nc2ccncc2)c1	-8%	6%	3%	-14%	6%	-1%	-6	1%	0.0%	5%	6%
O=C(O)CN1C(=O)/C(=C2\SC(=S)N(C(Cc3ccccc3)C(=O)O)C2=O)c2ccccc21 (configuration not stated)	11%	8%	7%	-1%	.	-9%	0	-10%	-0.4%	9%	-4%
C#CCOc1c(Cl)cc(/C=N/NC(N)=S)cc1OCC	-2%	?	-1%	?	6%[46.1 µM]	-2%	0	3%	0.9%	-3%	1%
Cc1cc(C)n(Cc2ccc(NC(=O)c3c([N+](=O)[O-])c(C)nn3C)cc2)n1	30%	-24%	-7%	-22%	0%	-3%	6	2%	0.1%	-12%	.
COc1ccc(C)cc1NC(=O)c1ccc2c(c1)C(=O)N(Cc1ccncc1)C2=O	-19%	1%	-3%	0%	-8%	0%	-2	1%	0.5%	-11%	7%
Cc1ccc(-c2nc3ccccc3s2)cc1NC(=O)c1ccc2c(c1)OCO2	1%	?	-5%	5%	0%	0%	-1	4%	-0.1%	-2%	1%
CCNC(=O)c1ccccc1-c1nc(-c2ccccc2)no1	17%	?	-1%	?	5%	-12%	6	6%	0.4%	2%	-3%
N#C/C(=C\c1ccc(-c2ccc(Cl)c(C(=O)O)c2)o1)c1nc2ccccc2[nH]1	7%	.	-1%	-22%	.	.	13	13%	-0.2%	4%	.
Cc1cccc(CNC(=O)c2ccccc2NC(=O)C2=CSCCO2)c1	-1%	-1%	3%	1%	0%	2%	12	2%	0.0%	-1%	-3%
O=C(Cn1cnc2c(nnn2Cc2ccc(F)cc2)c1=O)Nc1ccccc1	13%	-4%	2%	2%	3%	-1%	21	2%	-0.4%	1%	-1%
C=CCNC(=S)NNC(=O)c1cc(C)nc2ccccc12	2%	-4%	0%	-1%	-2%[46.1 µM]	-1%	0	1%	-1.7%	-1%	1%
COc1cccc(NC(=O)CSc2nnc(-c3cccs3)n2C)c1	8%	1%	-4%	-2%	8%	-9%	26	3%	0.4%	6%	6%
CCOC(=O)c1c(S(=O)(=O)N2CCCC(C(=O)Nc3cccc(C)n3)C2)c(C)n(C)c1C (configuration not stated)	-6%	0%	10%	3%&3%	3%	0%	6	3%	0.3%	-1%	11%
CC1(C)Cc2c(c(N3CCOCC3)nc3sc(-c4ccc(C(=O)O)o4)c(N)c23)CO1	-19%	2.6µM*	6%	?	-5%[46.1 µM]	2%	15	-4%	0.2%	-14%	0%
CC(C)(C)OC(=O)N1CCC(C(=O)N[C@@H](Cc2c[nH]c3ccccc23)C(=O)O)CC1	2%	0%	7%	-1%	2%	-5%	-1	5%	-1.5%	3%	-18%
COc1c2ccc(OCC/C(C)=C/C(=O)C=C(C)C)cc2nc2occc12	-12%	17%	.	-6%	-7%	2%	-9	4%	-0.3%	3%	6%
Nc1ncc(-c2ccccc2)c(-c2ccc(O)cc2O)n1	2%	?	-6%	?	-16%	-6%	-3	-1%	-0.1%	-6%	1%
O=C(Nc1ccc(Cl)cc1)N1CCSC1=NCc1ccccc1	-16%	-22%	-6%	?	2%	0%	6	0%	-0.4%	-8%	-6%
CC1=C(C(=O)OCC2CCCO2)C(c2coc3ccc(C)cc3c2=O)C2=C(CCCC2=O)N1 (configuration not stated)	-2%	?	-5%	-9%	-8%	0%	1	-1%	0.0%	0%	.
Next results
SMILES	Eya2 phos inh	ELG1 repair inh	Mito fusion act	Chronic BCR inh	TCR activator	PTAP TSG101 blk	TSHR antagonist	USP2a inh	B2AR arrestin	Tb PFK block	uPA generation
O=C(COC(=O)Cc1ccccc1F)Nc1ccc2c(c1)OCO2	-27%	3%	3%	3%	1%	-2%	-7	-1%	0.1%	0%	1%
Cc1nnc(SCC(=O)N2CCN(c3ccccc3)CC2)n1-c1ccccc1	8%	-8%	-9%	3%	-3%	-6%	3	3%	-0.3%	-3%	3%
c1ccc(-c2cnnc3ccccc23)cc1	-19%	8%	-3%	-1%	-4%	-4%	-16	2%	0.1%	0%	7%
C#CCOCCOCCOCCNc1nc(N2CCN(C(=O)[C@H](CCCCN)n3cc(CN)nn3)CC2)nc(N2CCN(C(=O)[C@H](CCC(=O)O)n3cc([C@@H](N)CCSC)nn3)CC2)n1	-6%	4%	.	0%	5%	1%	-3	0%	-0.5%	1%	13%
COc1ccc(NC(=O)C2C3CCC(O3)C2C(=O)O)c(C)c1 (configuration not stated)	-5%	?	4%	0%	-1%	2%	4	3%	-1.0%	-2%	-8%
Cc1ccc(NC(=O)CCSc2nnc(-c3ccco3)o2)cc1	16%	-15%	1%	23%	5%	-7%	19	1%	0.4%	-9%	4%
C/C(=N/OCO/N=C(/C)c1ccc(F)cc1)c1ccc(F)cc1	9%	10%	1%	?	0%[46.1 µM]	-1%	-43	-1%	-0.4%	-6%	2%
Cc1cc2c(cc1S(=O)(=O)NCc1ccc(N(C)C)cc1)OCC(=O)N2	9%	-13%	-2%	-5%	7%	-6%	5	2%	0.0%	-8%	9%
Cc1oc(-c2ccccc2F)nc1CS(=O)CC(=O)NCc1ccccc1 (configuration not stated)	-13%	7%	10%	-2%	4%	0%	1	4%	-1.0%	2%	2%
CCn1nc(C)cc1C(=O)Sc1cccc(Cl)c1	9%	11%	2%	?	1%	-2%	1	-1%	-1.1%	2%	0%
S=C1c2ccccc2CN1c1ccccc1	5%	?	0%	4%	1%[46.1 µM]	-5%	0	2%	-1.8%	-4%	1%
Clc1ccc(CNCCCSc2ncccn2)cc1Cl	-13%	-1%	-8%	0%	-2%	2%	7	1%	-0.1%	15µM*	-2%
